Screening results from PubChem.
Pin1 inhibitor = human Pin1 inhibition | 390,000 compounds, 0.009% hits | Potency, µM (doses to about 115 µM), inactives show at the highest dose activity, negative = inhibition, usual class: inhibitors | AID 504891 | Pin1 FP peptide displacement, HiFluor488, 10 min | Q13526; active means well fitted inhibition curve with a large enough effect in the polarisation, with a control signal flat, not every such curve was filed as active; inconclusive means small, poorly fitted or top-dose-only effect, or effect the other way, or a change in a side signal; inactive means no such curve, though single readings can be large or run the other way; the % refers to the polarisation; further: potency means the concentration at half of the fitted maximal effect; on the % scale 0 is the no-effect control and ±100 the full control effect
Target sequence (Q13526 whole entry, looked up): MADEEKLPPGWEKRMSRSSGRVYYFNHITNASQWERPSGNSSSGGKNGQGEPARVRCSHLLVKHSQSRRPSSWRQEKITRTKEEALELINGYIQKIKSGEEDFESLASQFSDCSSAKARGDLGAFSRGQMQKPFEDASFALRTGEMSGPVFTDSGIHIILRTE
TRHR agonist = activates the human TRH receptor; AID 493084; activation, % at 2 µM; 360,000 compounds, 0.18% hits; TRHR cells, calcium flux fluo-8, FDSS agonist mode; P34981; in the data active means activation above about 30%; further: 0% is about no effect
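Fluo-8-loaded TRHR cells; 10 s baseline, compound added, kinetic Ca2+ fluorescence read 1/s, agonist mode.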
IDH1 R132H inh = inhibitors of human mutant IDH1 R132H | O75874 | 390,000 compounds, 0.093% hits | IDH1-R132H enzyme, NADPH consumption, diaphorase/resazurin fluorescence | Potency, µM (highest dose often 76.6 µM), for inactives: top-dose activity change, negative = inhibition, hits mostly inhibitors | AID 602179; further: potency means the concentration at half of the fitted maximal effect; on the % scale 0 is the no-effect control and ±100 the full control effect; nearly all actives have a fitted effect of over 65% in size
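IDH1-R132H (0.5 ug/mL dispensed) in pH 7.5 Tris buffer was preincubated 30 min with compound, then given a substrate mix of 0.016 mM NADPH and 2 mM alpha-KG for 80 min at room temperature; remaining NADPH was read by diaphorase/resazurin fluorescence.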
D2 ag = agonists of human D2 dopamine receptor; P14416; HEK293 T-REx D2 cells, calcium flux agonist mode; activation, % at 2 µM; 340,000 compounds, 0.53% hits; AID 485358;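 active means activation over 3 SD above normal in the single-dose calcium agonist read, cut at about 30% in these data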; further: 0% is about no effect
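Agonism scored from kinetic calcium signal (1 read/sec, 180 s) following compound pin transfer, after a 10 s baseline. Cells: HEK293 Trex line expressing inducible D2 receptor coupled to calcium, dye-loaded after overnight culture at 30 C.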
D2 antag = antagonizes the human D2 dopamine receptor; P14416; HEK293 TREx D2 cells, calcium flux, dopamine EC80; 340,000 compounds, 2% hits; AID 485344; inhibition, % at 10 µM; in the data active means inhibition above about 30%; further: 0% is about no effect
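Dopamine at EC80 is the agonist stimulus; test compounds precede it by 180 s. Calcium flux read kinetically in a force-coupled, inducible HEK293 T-REx D2 cell line.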
TRHR PAM = TRH receptor (human) allosteric enhancement. P34981. TRHR cells, fluo-8 calcium fluorescence, EC20 TRH enhancement. enhancement, % at 2 µM. 360,000 compounds, 0.66% hits. AID 493056; in the data active means enhancement above about 30%; further: 0% is about no effect
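Enhancer read-out: after compound pinning and an initial kinetic agonist-mode read, an EC20 of TRH (10 nM final) was injected and fluo-8 calcium signal (Ex 480/Em 530) followed at 1 s/cycle for 100 cycles in TRHR-expressing cells.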
rTrxR1 inhibitor = inhibitors of rat thioredoxin reductase 1; Potency, µM (doses to about 114 µM), for inactives: top-dose activity change, negative = inhibition, hits mostly inhibitors; O89049; recombinant rTrxR1, NADPH fluorescence consumption, selenite substrate; AID 588453; 390,000 compounds, 1% hits; further: potency means the concentration at half of the fitted maximal effect; on the % scale 0 is the no-effect control and ±100 the full control effect; nearly all actives have a fitted effect of over 65% in size
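Rat TrxR1 (90 nM in the dispensed reagent) was pre-reduced with 400 uM NADPH for 5 min at room temperature, then incubated with compound for 15 min. After 400 uM selenite was added, NADPH fluorescence (Ex 340/Em 450 nm) was followed for 8 min.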
TrxR1 substrate = rat thioredoxin reductase 1 substrate activity | O89049 | purified TrxR1 substrate turnover, NADPH consumption readout | Potency, µM (doses to about 114 µM), without a hit: at the top dose activity change, negative = substrate turnover | 390,000 compounds, 0.01% hits | AID 588456; further: potency means the concentration at half of the fitted maximal effect; on the % scale 0 is the no-effect control and ±100 the full control effect; nearly all actives have a fitted effect of over 50% in size
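Rat TrxR1, dispensed at 90 nM, was prereduced with 400 uM NADPH (final) for 5 min at ~22 deg C, then incubated with compound 15 min before 400 uM selenite. A first-read NADPH fluorescence drop versus no-compound background flagged substrates.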
USP1 inh = inhibitors of human USP1/UAF1 deubiquitinase; recombinant USP1/UAF1, Ub-Rhodamine cleavage fluorescence; Potency, µM (highest dose often 57.1 µM), for the others: top-dose activity change, negative = inhibition, usual class: inhibitors; 390,000 compounds, 0.23% hits; further: potency means the concentration at half of the fitted maximal effect; on the % scale 0 is the no-effect control and ±100 the full control effect; nearly all actives have a fitted effect of over 60% in size; inactives centre near -12
Target sequence (O94782 whole entry, looked up): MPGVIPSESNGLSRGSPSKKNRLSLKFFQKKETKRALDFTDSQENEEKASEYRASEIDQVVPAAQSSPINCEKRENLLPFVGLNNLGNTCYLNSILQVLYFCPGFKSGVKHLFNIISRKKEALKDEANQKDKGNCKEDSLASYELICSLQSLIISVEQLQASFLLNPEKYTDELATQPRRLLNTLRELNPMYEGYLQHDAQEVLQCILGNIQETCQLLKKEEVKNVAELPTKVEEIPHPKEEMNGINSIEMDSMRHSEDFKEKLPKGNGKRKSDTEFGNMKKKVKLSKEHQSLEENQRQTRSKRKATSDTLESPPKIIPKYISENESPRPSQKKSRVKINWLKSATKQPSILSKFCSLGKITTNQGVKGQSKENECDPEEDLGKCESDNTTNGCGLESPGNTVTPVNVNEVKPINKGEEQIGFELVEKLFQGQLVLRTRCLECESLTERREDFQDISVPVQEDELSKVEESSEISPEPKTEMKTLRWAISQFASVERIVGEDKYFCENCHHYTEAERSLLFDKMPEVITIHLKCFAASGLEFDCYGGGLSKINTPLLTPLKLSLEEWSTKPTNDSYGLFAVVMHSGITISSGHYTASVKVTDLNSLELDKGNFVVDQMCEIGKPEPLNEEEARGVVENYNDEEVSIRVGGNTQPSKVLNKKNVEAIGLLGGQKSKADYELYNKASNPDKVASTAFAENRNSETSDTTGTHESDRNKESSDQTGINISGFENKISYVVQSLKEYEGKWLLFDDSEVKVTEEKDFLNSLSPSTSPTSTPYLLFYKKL
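Step one: compound is pinned into 1nM USP1/UAF1 in HEPES pH 7.8 buffer with TCEP. Step two: 15 min room-temperature incubation. Step three: Ub-Rho (150nM final) starts cleavage, tracked by fluorescence over six one-minute reads.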
Active calls of the source: *; ? = inconclusive; . = not tested or not shown; [ ] = remark or other dose. Unless noted, the call rests on the fitted dose curve; in most records, active means well fitted inhibition curve with a large enough effect; inconclusive means small, poorly fitted or top-dose-only effect; inactive means no such curve, though single readings can be large or run the other way. An excerpt (hit frequency here may not be typical).

SMILES | Pin1 inhibitor | TRHR agonist | IDH1 R132H inh | D2 ag | D2 antag | TRHR PAM | rTrxR1 inhibitor | TrxR1 substrate | USP1 inh
Cc1cc(C(=O)NNC(=S)NC2CCCCC2)cs1 | -3% | -0.7 | 2% | 0.6 | 6 | -7 | -2% | 3% | -5%
CC1CCCCN1CC(O)COCCC12CC3CC(CC(C3)C1)C2 (stereo unspecified) | -3% | 1.3 | 0% | 0.8 | 16 | -1 | 2% | -7% | 3%
N#CCC(=O)N/N=C/c1ccccc1Cl | -1% | -1.5 | -7% | -2.0 | 4 | 1 | 12%[57.1 µM] | -12% | -2%
CC1(C)CC(=O)C(C=Nc2ccc(Cl)cn2)=C(O)C1 | -1% | -0.1 | 3% | 0.7 | 5 | -6 | -33% | -8% | 1%
CCCS/C(N)=N/N=C/c1cc(C)ccc1O | 6% | -0.2 | 13% | -0.9 | -6 | 1 | -11% | -5% | 2%
O=C(COC(=O)c1nc(Cl)ccc1Cl)Nc1ccccc1OC(F)F | 11% | -1.1 | 4% | -0.1 | -1 | 4 | -8%[57.1 µM] | 0%[57.1 µM] | -4%
Cn1c(C(C#N)/C(=N\S(=O)(=O)c2cccs2)c2ccccc2)nc2ccccc21 (stereo unspecified) | -5% | -0.1 | 6% | 0.5 | 1 | 17 | 10% | 17% | -4%
C=CCN1C(=O)/C(=C2/Sc3ccc(OC)cc3N2C)SC1=Nc1ccc(OC)cc1 | . | 1.9 | . | 6.3 | -13 | 14 | . | . | .
OC12CCCCC1C(c1ccc3c(c1)OCO3)N(Cc1cccc(F)c1)CC2 (stereo unspecified) | 5% | -0.5 | -2% | -0.6 | -10 | -6 | 8% | -3% | -11%
Cc1ccc(OCc2n[nH]c(=S)n2-c2ccc(Cl)cc2)cc1 | -2% | 1.7 | 2% | . | . | -2 | 5%[57.1 µM] | 5%[57.1 µM] | -5%
COc1ccccc1CNC(=O)CN1C(=O)NC(C)(c2ccc(C(C)(C)C)cc2)C1=O (stereo unspecified) | -1% | -1.0 | -7% | -1.2 | 1 | 4 | 1%[57.1 µM] | -6%[57.1 µM] | -16%
O=C(NC1CCN(S(=O)(=O)c2cccc(F)c2)CC1)c1ccc(F)cc1 | -1% | -1.4 | 2% | -0.5 | 5 | -5 | 12% | -5% | -21%

Nine of the compounds above, with tabs.
SMILES	Pin1 inhibitor	TRHR agonist	IDH1 R132H inh	D2 ag	D2 antag	TRHR PAM	rTrxR1 inhibitor	TrxR1 substrate	USP1 inh
CC1(C)CC(=O)C(C=Nc2ccc(Cl)cn2)=C(O)C1	-1%	-0.1	3%	0.7	5	-6	-33%	-8%	1%
CCCS/C(N)=N/N=C/c1cc(C)ccc1O	6%	-0.2	13%	-0.9	-6	1	-11%	-5%	2%
O=C(COC(=O)c1nc(Cl)ccc1Cl)Nc1ccccc1OC(F)F	11%	-1.1	4%	-0.1	-1	4	-8%[57.1 µM]	0%[57.1 µM]	-4%
Cn1c(C(C#N)/C(=N\S(=O)(=O)c2cccs2)c2ccccc2)nc2ccccc21 (stereo unspecified)	-5%	-0.1	6%	0.5	1	17	10%	17%	-4%
C=CCN1C(=O)/C(=C2/Sc3ccc(OC)cc3N2C)SC1=Nc1ccc(OC)cc1	.	1.9	.	6.3	-13	14	.	.	.
OC12CCCCC1C(c1ccc3c(c1)OCO3)N(Cc1cccc(F)c1)CC2 (stereo unspecified)	5%	-0.5	-2%	-0.6	-10	-6	8%	-3%	-11%
Cc1ccc(OCc2n[nH]c(=S)n2-c2ccc(Cl)cc2)cc1	-2%	1.7	2%	.	.	-2	5%[57.1 µM]	5%[57.1 µM]	-5%
COc1ccccc1CNC(=O)CN1C(=O)NC(C)(c2ccc(C(C)(C)C)cc2)C1=O (stereo unspecified)	-1%	-1.0	-7%	-1.2	1	4	1%[57.1 µM]	-6%[57.1 µM]	-16%
O=C(NC1CCN(S(=O)(=O)c2cccc(F)c2)CC1)c1ccc(F)cc1	-1%	-1.4	2%	-0.5	5	-5	12%	-5%	-21%

New compounds follow.
SMILES | Pin1 inhibitor | TRHR agonist | IDH1 R132H inh | D2 ag | D2 antag | TRHR PAM | rTrxR1 inhibitor | TrxR1 substrate | USP1 inh
COc1ccc(-c2csc(=Nc3ccccc3)n2CCO)cc1 | 0% | 0.5 | 2% | -1.0 | 10 | -3 | -2% | -6% | -23%
Cc1ccc(Cn2nnc3c(=O)n(Cc4ccccc4C)cnc32)cc1 | -3% | 0.6 | 14% | 0.7 | -22 | -7 | 22%[57.1 µM] | -9%[57.1 µM] | -17%
CCOC(=O)c1sc(NC(=O)C2CCCCC2)nc1C | 5% | . | 9% | . | . | . | 25% | -3% | -27%
CC(=O)N1CCN(c2ccc(NC(=O)c3ccc(C(C)(C)C)cc3)cc2)CC1 | -12% | -0.8 | 1% | -0.1 | -8 | 1 | 3% | 6% | -7%
COc1cccc(C(=O)Nc2ccccc2C(=O)OCc2cc(=O)n3c4c(sc3n2)CCCC4)c1 | -1% | 0.3 | -22% | 1.7 | . | 1 | ? | 2%[57.1 µM] | -14%
CCOc1cc(/C=N/NC(=O)CCn2nnc3ccccc32)ccc1O | 7% | -0.7 | 0% | -1.3 | -12 | -5 | 15% | 1% | -16%
CN(CCCNC(=O)C1CCC(=O)N1Cc1ccc(F)cc1)c1ccccc1 (stereo unspecified) | 6% | -0.1 | -1% | 1.3 | -4 | -2 | -7% | -5% | -18%
CC(=O)Nc1ccc(NC(=O)CSc2nnc(NC(=O)C3CC(=O)N(c4ccccc4)C3)s2)cc1 (stereo unspecified) | 19% | 0.3 | 7% | 0.4 | 5 | -5 | -2% | -1% | -13%
COc1ccccc1OCc1ccc(C(=O)NC2CCCCC2)o1 | -3% | -0.8 | -1% | 0.6 | -30 | 0 | 13% | 3% | -11%
C/C(=N/OC(=O)c1ccc(C(F)(F)F)cc1)c1oc(C)nc1C | 3% | -0.2 | 5% | -0.7 | 21 | -5 | 0%[57.1 µM] | 5%[57.1 µM] | -1%
COc1ccc(Cl)cc1NC(=S)Nc1ccc(Cl)cn1 | -2% | 0.1 | 7% | 1.4 | 9 | 16 | 1% | -5% | -21%
CN(CCO)S(=O)(=O)c1ccc2c(c1)C(=NN)c1cc(S(=O)(=O)N(C)CCO)ccc1-2 | 3% | -0.1 | 2% | 0.1 | -6 | 9 | 9% | -3% | -18%
CCc1ccc(OCC(=O)OCC(=O)c2ccc3c(c2)NC(=O)CO3)cc1 | 5% | 0.6 | 0% | 0.0 | 2 | -8 | 16% | 5%[57.1 µM] | -12%
CCn1cc(C(=O)OCC(=O)Nc2cccc(Cl)c2C)c(=O)c2ccc(C)nc21 | -1% | -2.0 | -8% | 0.3 | . | 10 | 20% | 0% | -23%
NC1=NC(=Nc2ccc(S(=O)(=O)N3CCOCC3)cc2)c2ccccc21 | 0% | -0.3 | 4% | -0.5 | 12 | -10 | 1% | -8% | -14%
Cc1cc2c(C)cc(=O)oc2c2c1NCCC2 | -5% | 0.0 | 3% | 0.0 | 11 | 1 | 68%[activator] | 978%[activator] | -11%
O=C(NCCN1CCN(c2ccccc2F)CC1)c1ccc2nc3ccccc3c(=O)n2c1 | 0% | -0.7 | 0% | 67* | 57* | 0 | 42%[activator] | 113%[activator] | -19%
Nc1ncnc2c1ncn2[C@@H]1O[C@H](CNC(=O)[C@@H]2CCCN2S(=O)(=O)c2ccc(F)cc2)[C@@H](O)[C@H]1O | 0% | . | 9% | . | . | . | 10% | 4% | -28%
Cc1cc(C)cc(NC(=S)NCc2cccn2C)c1 | -3% | 0.1 | 2% | -0.1 | 4 | -4 | ? | -4% | -12%
COc1ccc(C2CC3(CC(C)(C)NC(=S)N3)Oc3cc(O)cc(C)c32)cc1 (stereo unspecified) | 4% | 0.1 | 0% | 4.7 | 13 | -5 | 6% | 4% | -22%
Cc1ccc(CN(C(=O)c2cc3ccccc3oc2=O)C2CCS(=O)(=O)C2)cc1 (stereo unspecified) | -1% | -0.4 | 2% | 0.1 | -3 | 11 | 11% | 5% | -15%
O=C1CC(/C=C/c2ccco2)=Nc2ccccc2N1 | ? | 1.2 | -7% | 0.2 | 5 | 0 | ? | -4% | -16%
CCC1CCCCN1c1ccc([N+](=O)[O-])cc1/C=N/NC(=O)Cn1c2ccccc2c(=O)c2ccccc21 (stereo unspecified) | 11% | -0.6 | -1% | -0.5 | -27 | 10 | 8%[57.1 µM] | 12%[57.1 µM] | 0%
COc1cccc(-n2c(SCC(=O)Nc3nnc(C)s3)nc3c([nH]c4ccccc43)c2=O)c1 | 35%[activator] | -0.5 | -8% | 1.3 | . | 4 | 11%[57.1 µM] | 2%[57.1 µM] | -28%
O=C(NCCCc1ccncc1)C1CCC(=O)N(Cc2cccc(C(F)(F)F)c2)C1 (stereo unspecified) | -8% | 0.6 | 7% | -0.1 | -7 | -6 | -13% | -8% | -5%
CCOc1ccc(C(=O)NCc2ccco2)cc1Cl | -5% | -1.7 | 4% | -0.5 | -1 | -3 | -12% | 0% | -12%
CCN(CC)C(=O)[C@H]1CC(CC(=O)NCc2ccco2)C(=O)N2CCc3c([nH]c4ccc(OC)cc34)[C@]12C (stereo partly specified) | 3% | . | 19% | . | . | . | 13% | -1% | -7%
COc1ccccc1Nc1nc(-c2sc(NC(=O)c3cccc(Cl)c3)nc2C)cs1 | . | 0.6 | . | -0.7 | -3 | 4 | . | . | .
O=C(CCN1CCOCC1)NNC(=O)Nc1cccc([N+](=O)[O-])c1 | 1% | 0.4 | 7% | 0.0 | -15 | 7 | 5% | -2% | -4%
O=C(COC(=O)Cc1ccc(Cl)cc1)NCc1ccc(F)cc1 | 1% | -1.3 | -6% | -0.4 | -12 | 4 | -4% | -2% | -20%
